PrPC surface inh: inhibitors of human cell surface prion protein PrPC; TR-FRET read-out; AID 720596; inhibition, % at 13.8 µM; 370,000 compounds, 0.43% hits; P04156; in the data active = inhibition above about 24%; note: 0% = median of the test wells and 100% = reference compound wells
FBA Mtb inh: inhibitors of M. tuberculosis fructose-bisphosphate aldolase. 360,000 compounds, 2.3% hits. AID 588726. inhibition, % at 1 µM. purified M. tuberculosis FBA, fluorescence read-out; in the data active = inhibition above about 27%;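 note: 0% = vehicle and 100% = reference inhibitor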
UGM FP inh: blocks M. tuberculosis UGM enzyme; P9WIQ1; purified UGM, fluorescence polarization probe displacement; inhibition, % at 10 µM; 320,000 compounds, 0.06% hits; AID 504406; in the data active = inhibition above about 10%, passing the limit was not always enough; inconclusive = no clear call, values can overlap the other calls
Target sequence (P9WIQ1 whole entry, looked up): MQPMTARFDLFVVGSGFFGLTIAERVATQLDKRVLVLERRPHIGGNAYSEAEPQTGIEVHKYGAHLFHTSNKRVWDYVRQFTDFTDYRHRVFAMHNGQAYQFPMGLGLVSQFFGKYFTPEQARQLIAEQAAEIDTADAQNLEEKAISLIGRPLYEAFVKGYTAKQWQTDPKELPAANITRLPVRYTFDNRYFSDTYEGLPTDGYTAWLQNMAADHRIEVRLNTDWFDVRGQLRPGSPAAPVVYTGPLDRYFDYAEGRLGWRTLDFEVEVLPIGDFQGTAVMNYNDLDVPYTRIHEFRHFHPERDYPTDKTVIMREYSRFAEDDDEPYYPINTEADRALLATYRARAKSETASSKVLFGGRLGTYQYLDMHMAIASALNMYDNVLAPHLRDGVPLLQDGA
GDH-TPI counter: counter-screen for M. tuberculosis FBA inhibitors: GDH-TPI coupled enzymes; 360,000 compounds, 1.2% hits; AID 588335; GDH-TPI coupled enzyme counterscreen, NADH absorbance; inhibition, % at 4.8 µM;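 note: 0% = DMSO wells and 100% = wells lacking the enzyme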
BioA inh: blocks M. tuberculosis BioA enzyme activity; inhibition, % at 9.99 µM; AID 602481; 360,000 compounds, 0.096% hits; purified M. tuberculosis BioA enzyme, plate reader; in the data active = inhibition above about 40%; inconclusive = no clear call, values can overlap the other calls
CCHF vOTU inh: CCHFV vOTU protease inhibition; Pep-AMC fluorescence; 370,000 compounds, 0.55% hits; inhibition, % at 11.5 µM; note: 0% = vehicle wells with enzyme and 100% = no enzyme wells
BoNT F protease: blocks Botulinum neurotoxin F light chain protease. Multiplex microsphere protease cleavage assay, flow cytometry. inhibition, % at 10 µM. 360,000 compounds, 0.22% hits. AID 588497; in the data active = inhibition above about 35%, passing the limit was not always enough; inconclusive = no clear call, values can overlap the other calls; note: plate controls were buffer without enzyme for full effect and enzyme alone for no effect
FadD28 FP inh: inhibitors of Mycobacterium tuberculosis FadD28 bisubstrate binding; inhibition, % at 12.5 µM; AID 588549; 360,000 compounds, 0.22% hits; FadD28 bisubstrate probe binding, fluorescence polarization; in the data active = inhibition above about 8.5%, passing the limit was not always enough; inconclusive = no clear call, values can overlap the other calls
BoNT A protease: inhibitors of Botulinum neurotoxin A light chain protease; multiplex microsphere protease substrate cleavage, flow cytometry; inhibition, % at 10 µM; 360,000 compounds, 0.17% hits; AID 588499; in the data active = inhibition above about 30%; inconclusive = no clear call, values can overlap the other calls; note: plate controls were buffer without enzyme for full effect and enzyme alone for no effect
Active calls of the source: *; ? = inconclusive; . = no result given. Cut-off read from the data, not from the text of the source, unless noted: active = inhibition above about 30%; inactive = the rest. Not a hit list; 4.8% or so of the library scored in one or more.

no.	Structure	BoNT A protease	BioA inh	UGM FP inh	FBA Mtb inh	BoNT F protease
1	Cn1c(=S)c2[nH]c(SCC3CCCO3)nc2n(C)c1=O (stereo not drawn)	0.3	.	.	0	-3
2	COc1ccc2nc3c(c(-c4ccccc4)c2c1)CCC3	-0.8	2.2	0.2	14	-9
3	CCOc1ccc(S(=O)(=O)Nc2ccncc2)c(C)c1C	0.1	-2.2	-0.8	2	-3
4	Cc1cc(C)cc(NC(=O)C2CCCN2C(=O)Oc2ccccc2)c1 (stereo not drawn)	-0.2	-1.8	2.2	0	-6
5	Cc1nn(Cc2cccc(Oc3ccccc3)c2)c(C)c1NC(=O)NC12CC3CC(CC(C3)C1)C2	0.0	.	-0.5	-1	4
6	Cn1c(O)c(N=NC(=O)Cn2c(C(F)(F)F)nc3ccccc32)c2ccccc21	-0.9	.	1.8	0	-5
7	Cc1oc2c(c(C)cc3oc(=O)c(CC(=O)N[C@@H](CCCNC(N)=O)C(=O)O)c(C)c32)c1C	-1.7	-0.2	-0.5	11	2
8	Cc1ccccc1C(=O)O/N=C1\CCS(=O)(=O)c2sccc21	-0.3	-0.4	-0.9	-4	-8
9	C#CCSc1ncc(S(=O)(=O)c2ccccc2)c(=O)[nH]1	-0.9	.	1.5	-2	-12
10	Cc1ccc(/C=C(\NC(=O)c2ccccc2)C(=O)NCC2CCCO2)o1 (stereo not drawn)	-0.5	-0.5	2.6	-1	1
11	O=C(N/N=C/c1ccc([N+](=O)[O-])o1)c1ccccc1NS(=O)(=O)c1cccs1	-1.8	0.4	0.9	1	-14
12	COC(=O)C1CCN(C(=O)NC2CCCCC2)CC1	-2.0	0.2	1.7	-1	-14

no.	CCHF vOTU inh	GDH-TPI counter	PrPC surface inh	FadD28 FP inh
1	20	25	0	-1.9
2	-7	3	3	-2.0
3	-5	7	2	-2.1
4	8	9	9	0.2
5	-22	9	-3	-1.5
6	5	19	-5	-0.3
7	-7	5	-6	-1.5
8	-3	6	-7	-1.7
9	-4	12	1	-2.0
10	-15	24	-6	-1.3
11	7	32*	-14	3.4
12	-19	1	-1	-0.1

The closing five records of the part above open the next one.
no.	Structure	BoNT A protease	BioA inh	UGM FP inh	FBA Mtb inh	BoNT F protease
8	Cc1ccccc1C(=O)O/N=C1\CCS(=O)(=O)c2sccc21	-0.3	-0.4	-0.9	-4	-8
9	C#CCSc1ncc(S(=O)(=O)c2ccccc2)c(=O)[nH]1	-0.9	.	1.5	-2	-12
10	Cc1ccc(/C=C(\NC(=O)c2ccccc2)C(=O)NCC2CCCO2)o1 (stereo not drawn)	-0.5	-0.5	2.6	-1	1
11	O=C(N/N=C/c1ccc([N+](=O)[O-])o1)c1ccccc1NS(=O)(=O)c1cccs1	-1.8	0.4	0.9	1	-14
12	COC(=O)C1CCN(C(=O)NC2CCCCC2)CC1	-2.0	0.2	1.7	-1	-14
13	CCCCCc1ccc(OCCCC[n+]2ccccc2)c(CCCCC)c1	-0.8	.	1.1	2	-5
14	COc1ccc(Cc2nnc(NC(=O)C(C)(C)C)s2)cc1	0.1	.	-1.2	0	3
15	C[C@H]1CN(CCc2ccccc2)C(=O)[C@@H]1CC(=O)Nc1ccccc1	-0.1	.	.	-3	-1
16	N#CC(c1ccc(O)cc1)N1CCOCC1 (stereo not drawn)	0.5	-0.6	1.4	-1	-1
17	Cc1ccc(NC(=O)C(C)Sc2n[nH]c(CNc3ccccc3)n2)cc1 (stereo not drawn)	-2.3	-3.9	-0.9	5	-4
18	O=C(Cc1ccc(NC2=NC3CS(=O)(=O)CC3S2)cc1)NCc1ccc(Cl)cc1 (stereo not drawn)	0.4	-0.8	-1.6	-2	3
19	Nc1nc(SCCO)[nH]c(=O)c1NC(=O)c1ccccc1F	0.6	-0.4	-0.4	-1	-2
20	O=C(CSc1nnnn1C1CCCCC1)NCc1ccccc1	-1.1	0.9	0.4	3	-11
21	C/C(=N\NC(=O)c1ccoc1C)c1ccccc1O	0.4	-0.3	1.3	-6	2
22	COc1ccc(-c2oc(NC(=O)CCl)c(C#N)c2-c2ccc(OC)cc2)cc1	-0.5	2.7	-0.5	3	3
23	CC(NC(=O)Cn1cc([N+](=O)[O-])cn1)c1ccc(C(C)(C)C)cc1 (stereo not drawn)	0.4	.	-0.7	0	12
24	CCOc1ccc(-c2nc(N)ncc2Oc2ccc(OC)cc2)c(O)c1	-0.3	2.9	1.4	0	-1

no.	CCHF vOTU inh	GDH-TPI counter	PrPC surface inh	FadD28 FP inh
8	-3	6	-7	-1.7
9	-4	12	1	-2.0
10	-15	24	-6	-1.3
11	7	32*	-14	3.4
12	-19	1	-1	-0.1
13	.	-1	.	-15
14	-12	3	0	-2.6
15	5	1	7	-3.6
16	1	31*	0	-2.6
17	-16	8	14	3.2
18	4	7	-3	-1.7
19	15	-1	8	-5.2
20	-3	8	0	-0.2
21	0	12	6	-4.8
22	17	13	0	-1.2
23	-6	-10	-5	-4.8
24	6	17	-5	-5.1

Record cards, from the list above. Values in the order: BoNT A protease, BioA inh, UGM FP inh, FBA Mtb inh, BoNT F protease, CCHF vOTU inh, GDH-TPI counter, PrPC surface inh, FadD28 FP inh
`CCOc1ccc(-c2nc(N)ncc2Oc2ccc(OC)cc2)c(O)c1` in the list: -0.3, 2.9, 1.4, 0, -1, 6, 17, -5, -5.1
`COc1ccc(-c2oc(NC(=O)CCl)c(C#N)c2-c2ccc(OC)cc2)cc1` in the list: -0.5, 2.7, -0.5, 3, 3, 17, 13, 0, -1.2

Looked up above:
For CCHF vOTU inh, compound 18 is entered as 4
For FBA Mtb inh, compound 21 is entered as -6
For GDH-TPI counter, compound 8 is entered as 6
For CCHF vOTU inh, compound 7 is entered as -7
For FadD28 FP inh, compound 14 is entered as -2.6

New compounds follow.
no.	Structure	BoNT A protease	BioA inh	UGM FP inh	FBA Mtb inh	BoNT F protease
25	CCCCN(CCCNC(=O)C1CCN(S(=O)(=O)N2CCOCC2)CC1)Cc1ccccc1	-0.1	0.0	.	-7	4
26	Cc1ccc(N2C(=O)C3CCC(C)(C2=O)C3(C)C)cc1C (stereo not drawn)	-0.5	.	1.6	-1	-4
27	C=C(C)c1cccc(C(C)(C)NC(=O)N2CCOCC2)c1	-1.2	-4.7	-1.7	5	?
28	CCOc1ccc(NC(=O)C2CCN(S(=O)(=O)CC)CC2)cc1	4.3	-1.3	-1.6	-1	-9

no.	CCHF vOTU inh	GDH-TPI counter	PrPC surface inh	FadD28 FP inh
25	3	-3	-3	-3.3
26	-14	-1	0	0.0
27	2	-2	-2	-2.7
28	-6	-3	1	-3.8

Reformatted in transposed form: part of the list above.
[25] CCCCN(CCCNC(=O)C1CCN(S(=O)(=O)N2CCOCC2)CC1)Cc1ccccc1
[26] Cc1ccc(N2C(=O)C3CCC(C)(C2=O)C3(C)C)cc1C (stereo not drawn)
[27] C=C(C)c1cccc(C(C)(C)NC(=O)N2CCOCC2)c1

assay / entry | 25 | 26 | 27
BoNT A protease | -0.1 | -0.5 | -1.2
BioA inh | 0.0 | . | -4.7
UGM FP inh | . | 1.6 | -1.7
FBA Mtb inh | -7 | -1 | 5
BoNT F protease | 4 | -4 | ?
CCHF vOTU inh | 3 | -14 | 2
GDH-TPI counter | -3 | -1 | -2
PrPC surface inh | -3 | 0 | -2
FadD28 FP inh | -3.3 | 0.0 | -2.7
